Screens deposited in PubChem by National Center for Advancing Translational Sciences (NCATS).
ATXN viability – viability counter-screen for ATXN expression inhibitors; S2 cells (HEK-293 line with an ATXN2-luciferase reporter) viability, CellTiter-Fluor protease fluorescence, 24 h; Potency, µM (series often up to 56.7 µM), usual class: cytotoxic; 0.49% of 400,000 active; AID 651635; further: potency means the concentration at half of the fitted maximal effect; nearly all actives have a fitted effect of over 40% in size
IL-1B inflam inh – blocks inflammasome-driven IL-1 beta release; THP-1 LPS/ATP IL-1B secretion, AlphaLISA, 16 h; hits give low values; 4.7% of 360,000 active; activity change, % at 57.5 µM; AID 743279; in the data active means activity change below about -50%; inconclusive means mostly about -30% to -49%; further: on the % scale 0 is the no-effect control and ±100 the full control effect
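Secreted IL-1B measured by AlphaLISA bead assay after 16 h compound exposure of THP-1 cells; compounds (final up to 57.5 uM) added 1 h before LPS (250 ng/mL) and ATP (1.25 mM) stimulation; lower signal means less secretion.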
A549 tox – counter-screen for Nrf2 inhibitors: cytotoxicity in A549 cells; A549 ARE-Fluc cells, CellTiter-Fluor viability, 18-24 h; Potency, µM (highest dose often 46 µM), for the others: at the highest dose activity change, negative = cytotoxicity, most hits filed as inhibitors; 0.16% of 390,000 active; AID 504648; further: potency means the concentration at half of the fitted maximal effect; on the % scale 0 is the no-effect control and ±100 the full control effect
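A549 ARE_Fluc cells in 5% FBS OPTI-MEM were exposed to compounds in concentration-response for 18-24 h at 37 deg C. Viability was read by CellTiter-Fluor fluorescence (Ex 405/Em 525) after 30 min, before the luciferase read.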
ATXN2 expr inh – reduces ATXN2 reporter expression in HEK-293 cells. HEK-293 ATXN2-luciferase reporter, luminescence, 24 h. Potency, µM (series often up to 57 µM), for the others: top-dose activity change, negative = inhibition, usual class: inhibitors. 0.72% of 360,000 active; further: potency means the concentration at half of the fitted maximal effect; on the % scale 0 is the no-effect control and ±100 the full control effect; nearly all actives have a fitted effect of over 55% in size
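qHTS (up to 57 uM final) was run with 24 h compound exposure of reporter cells at 37 °C. Each well was multiplexed: SteadyGlo luminescence measured ATXN2-luciferase expression after a fluorogenic Gly-Phe-AFC viability readout (25 uM final).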
Nrf2 block – blocks Nrf2 signaling; A549 ARE-Fluc reporter, luciferase luminescence, 18-24 h; Potency, µM (highest dose often 46 µM), for inactives: at the top dose activity change, negative = inhibition, hits mostly inhibitors; 2.1% of 360,000 active; AID 504444; further: potency means the concentration at half of the fitted maximal effect; on the % scale 0 is the no-effect control and ±100 the full control effect; nearly all actives have a fitted effect of over 60% in size
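Cells were seeded and rested 2 h, then exposed to compounds for 18-24 h. CellTiter-Fluor was read first as a viability measure. BugLite was added 15 min before the final luminescent read of ARE-luciferase activity in A549 cells.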
MCF10A rerep – DNA re-replication induction in MCF 10a cells; Potency, µM (top dose mostly 46.1 µM), inactives show top-dose activity, positive = re-replication, hits mostly activators; MCF 10A DNA re-replication, Hoechst nuclear intensity, 48 h; 2.9% of 350,000 active; AID 624296; further: potency means the concentration at half of the fitted maximal effect; % of control where 0% means no effect; nearly all actives have a fitted effect of over 50% in size
TGFb inhibitor – TGF-b pathway inhibition. HepG2 CAGA-GFP TGF-b/SMAD3 reporter, GFP fluorescence, 18 h; TGF-beta stimulated, 500 pg/mL final. AID 588855. Potency, µM (series often up to 46.1 µM), for the others: at the top dose activity, negative = inhibition, most hits filed as inhibitors. 1.2% of 410,000 active; further: potency means the concentration at half of the fitted maximal effect; on the % scale 0 is the no-effect control and ±100 the full control effect; nearly all actives have a fitted effect of over 65% in size
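TGF-beta reporter screen: HEPG2 CAGA-GFP, 1% FBS, 500 pg/mL TGF-beta final, 18 h; per-cell GFP summed per well; curves fitted and categorized by class.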
Nrf2 ARE act – activators of Nrf2 (ARE) signaling | AREc32 ARE-luciferase reporter (MCF7-derived line), luminescence, 24 h | Potency, µM (top dose mostly 46.1 µM), for the others: at the highest dose activation, usual class: activators | AID 624171 | 0.31% of 410,000 active; further: potency means the concentration at half of the fitted maximal effect; % of control where 0% means no effect; nearly all actives have a fitted effect of over 65% in size
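AREc32_Fluc, 1000 cells/well, OPTI-MEM + 5% FBS, o/n 37 deg C 5% CO2; 23 nL cpd by pin tool, 24 hr; Steady-Glo 30 min RT, luminescence.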
HepG2 tox – kills HepG2 cells in TGF-b inhibitor counter-screen. HepG2 CAGA-GFP viability, ATP luminescence, 18 h. Potency, µM (series often up to 46.1 µM), for inactives: at the highest dose activity change, negative = cytotoxicity, most hits filed as cytotoxic. 0.76% of 410,000 active. AID 588856; further: potency means the concentration at half of the fitted maximal effect; some results filed as inactive show a strong effect at the top dose
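CellTiter-Glo luminescence gave cytotoxicity after 18 hours at 37 degrees C. The cells were HepG2 CAGA-GFP in 1% FBS DMEM, stimulated with 500 pg/mL TGF-beta after compound addition. %Activity was normalised to no-cell wells (complete cell-killing) and DMSO (no toxicity), and curves were fitted and classified.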
* hit, by the source's call; i = inactive; ? = inconclusive; nt = no result given; [ ] = another dose, or the depositor's remark. Unless noted, the call rests on the fitted dose curve; in most records, active means well fitted curve in the direction sought with a large enough effect; inconclusive means small, poorly fitted or top-dose-only effect, or another doubt; inactive means no such curve, though single readings can be large; an effect the other way counts as inactive or inconclusive.

canonical_smiles | ATXN viability | IL-1B inflam inh | A549 tox | ATXN2 expr inh | Nrf2 block | MCF10A rerep | TGFb inhibitor | Nrf2 ARE act | HepG2 tox
O=C1OCC/C1=C\OCCCO/C=C1\CCOC1=O | i | 17 | 1% | nt | 1% | 0% | 1% | -2.2% | -1%
CCN1C(=NCCc2ccc([N+](=O)[O-])cc2)N[C@@H](c2ccccc2)[C@H](C(=O)OC)[C@H]1C | i | -23 | 0% | -16% | 0% | 0% | 19% | 3.3% | -11%
COC(=O)CN(c1ccccc1)S(=O)(=O)c1ccccc1 | i | 39 | -5% | 2% | 0% | 0% | 18% | -0.5% | 19%
COc1ccc(NC(=S)Nc2ccccn2)cc1 | i | -13 | -2% | 21% | ? | 2% | -15% | 5.9% | 15%
O=C(NCC(=O)N1CCN(c2ccccc2F)CC1)c1cccs1 | ? | 17 | 0% | 13% | 4% | 1% | -1% | 2.6% | 6%
CC(C)(Cc1nc2ccccc2[nH]1)C(=O)O | i | 13 | -7% | 1% | nt | -2% | 3% | -0.2% | -8%
COc1ccc(C(C)=O)cc1Cn1c(C)c(C(=O)NCc2cccc(C)c2)sc1=O | i | -79* | nt | -3% | nt | nt | ? | -0.3% | 0%
CCN(C(=O)COc1ncnc2scc(-c3ccc(F)cc3)c12)C1CCS(=O)(=O)C1 (stereo not given) | i | -14 | 3% | 6% | 0% | ? | -5% | -0.6% | 24%
CC(Cc1cccs1)NC(=O)NC1CCCCC1 (stereo not given) | i | ? | 9% | 52%[activator] | 22% | 1% | 16% | -0.2% | -9%
O=C(Nc1ccccc1C(=O)N1CCCCC1)c1ccccc1C(F)(F)F | ? | -12 | 3% | -9% | 3% | 0% | -7% | -0.7% | 5%
CCc1ncc(C(=O)c2ccc(OC)cc2)n1C | i | -16 | 4%[1.84 µM] | 12% | -5% | ? | -8% | -0.6% | -16%
CC(=O)c1ccc(N2CCN(CC(=O)NC(=O)NCc3ccccc3)CC2)cc1 | i | -2 | 4% | 5% | 6% | -7% | 6% | -0.1% | -1%
CC(=O)c1cccc(OCC(O)CN2CCN(S(=O)(=O)c3c(F)cccc3F)CC2)c1 (stereo not given) | i | 16 | 0% | nt | -29% | 15% | -15% | 0.6% | 6%
O=C(CC[C@H]1O[C@@H](n2ccc(=O)[nH]c2=O)[C@H](O)[C@@H]1O)NCC(c1ccccc1)c1ccccc1 | i | 0 | nt | 4% | nt | nt | -2% | 0.7% | -13%
CN(Cc1ccccc1)C(=O)Nc1ccc2c(c1)N(C)C(=O)c1ccccc1S2 | nt | nt | ? | nt | ? | nt | ? | -0.2% | -23%
CN(C(=O)c1cccc(NC(=O)Cc2cccc(NC(=O)C3CCCN(C(=O)c4ccccc4)C3)c2)c1)C1CC1 (stereo not given) | i | 20 | 2% | 12% | 5% | -5% | ? | 0.6% | 0%
Nc1ccn([C@@H]2O[C@H](CNS(=O)(=O)c3cc4ccccc4s3)[C@@H](O)[C@H]2O)c(=O)n1 | i | -15 | nt | -4% | nt | nt | 4% | -1.3% | -7%
CCN(C(=O)Cn1cc(C(=O)C(=O)N2CCOCC2)c2ccccc21)c1ccccc1 | i | -21 | 0% | 6% | -13% | 7% | -12% | 2.1% | -10%
CC(/C=C/c1ccccc1)=N/NC(=O)C(O)c1ccccc1 (stereo not given) | i | 4 | 19% | nt | 1% | 7% | -14% | 5.0% | 0%
Cc1ccccc1CC1(CO)CCCN(C(=O)CCN2CCCO2)C1 (stereo not given) | i | 10 | 1% | 19% | 13% | 0% | 4% | -0.2% | 5%
Cc1nnc(SCC(=O)N2CCN(c3ccccc3)CC2)n(N)c1=O | i | 15 | 0% | 6% | 3% | 1% | 8% | 0.3% | 4%
Cc1ccccc1CC(=O)NC1CCCCCC1 | i | 19 | -1% | -3% | 7% | 8% | 11% | -0.5% | 7%
CCCn1nnnc1SCC(=O)NCc1ccc(OC)cc1 | i | -3 | 2% | 0% | 1% | 0% | -2% | 0.4% | 0%
CC(=O)Nc1ccc(NC(=O)C(C)OC(=O)CCc2c[nH]c3ccccc23)cc1 (stereo not given) | i | 14 | -5% | 1% | 20% | 2% | ? | 0.3% | -7%
CN(Cc1ccccc1)S(=O)(=O)c1cccc(C(=O)O)c1 | ? | 0 | -5% | -38% | -6% | 0% | 1% | -0.6% | -17%
CCc1ccc(NC(=O)N(C2CCC(C)CC2)C2CCN(C(C)=O)CC2)cc1 (stereo not given) | i | ? | 8% | 17% | 6% | ? | 3% | 3.0% | 1%
CC(C)C(=O)Nc1cccc(-c2cnc3ccccc3n2)c1 | i | 22 | -6% | 12% | 18% | -5% | 5% | 2.0% | -35%
CCOC(=O)c1[nH]c2c(c1Cc1ccccc1OC)C(=O)CC(c1ccc(OC)cc1)C2 (stereo not given) | nt | nt | 0% | nt | ? | nt | 6% | -0.2% | -2%
CCOC(=O)N1CCN(C(=O)COc2ccccc2Cl)CC1 | i | 17 | -5% | 6% | -2% | 2% | 16% | -1.2% | 1%
C=CCn1c(SCc2csc(C)n2)nc2sc3c(c2c1=O)CCCC3 | i | ? | -14% | 15% | 26µM* | 16µM* | -3% | -0.1% | -16%

Compound profiles (already shown). Order of screens: ATXN viability | IL-1B inflam inh | A549 tox | ATXN2 expr inh | Nrf2 block | MCF10A rerep | TGFb inhibitor | Nrf2 ARE act | HepG2 tox
`CN(Cc1ccccc1)S(=O)(=O)c1cccc(C(=O)O)c1` is listed as ? | 0 | -5% | -38% | -6% | 0% | 1% | -0.6% | -17%
`O=C1OCC/C1=C\OCCCO/C=C1\CCOC1=O` is listed as i | 17 | 1% | nt | 1% | 0% | 1% | -2.2% | -1%
`CCc1ccc(NC(=O)N(C2CCC(C)CC2)C2CCN(C(C)=O)CC2)cc1` (stereo not given) is listed as i | ? | 8% | 17% | 6% | ? | 3% | 3.0% | 1%
`CCCn1nnnc1SCC(=O)NCc1ccc(OC)cc1` is listed as i | -3 | 2% | 0% | 1% | 0% | -2% | 0.4% | 0%

Results in Nrf2 ARE act and HepG2 tox, for some of the entries so far:
smiles	Nrf2 ARE act	HepG2 tox
CC(C)(Cc1nc2ccccc2[nH]1)C(=O)O	-0.2%	-8%
COc1ccc(C(C)=O)cc1Cn1c(C)c(C(=O)NCc2cccc(C)c2)sc1=O	-0.3%	0%

(more compounds)
Structure | ATXN viability | IL-1B inflam inh | A549 tox | ATXN2 expr inh | Nrf2 block | MCF10A rerep | TGFb inhibitor | Nrf2 ARE act | HepG2 tox
CCOc1cccc(C2C(C#N)=C(N)Oc3cc(C)oc(=O)c32)c1OCC (stereo not given) | i | 18 | -10% | 7% | -6% | -2% | 0% | -0.2% | 20%
O=c1cc(CN2CCN(c3ccccc3)CC2)c2ccccc2o1 | i | -6 | nt | 11% | nt | nt | -6% | 0.6% | -16%
CNC(=S)N/N=C(\C)c1ccc(Cl)s1 | i | 3 | 5% | 1% | -7% | -4% | ? | 10% | -22%
Cc1nnc(N2CCN(C(=O)Nc3cc(F)ccc3F)CC2)c2nn(-c3ccc(Cl)cc3)c(C)c12 | i | nt | ? | -29% | ? | nt | ? | -0.5% | -9%
CN(CC(=O)N1CCc2ccccc21)S(=O)(=O)c1ccc(Br)s1 | i | 19 | 11% | 12% | nt | 0% | -14% | 1.7% | 6%
COc1cccc2c1C(=O)c1c(O)c3c(c(O)c1C2=O)CC(O)(C(=O)CO)CC3OC1CC(N(C)C)C(O)C(C)O1 (stereo not given) | nt | -100* | ? | ? | 0.46µM* | 1% | 0.79µM* | -1.7% | 2%
O=c1[nH]c2ccsc2c(=O)n1-c1ccc(F)c(Cl)c1 | i | 14 | -11% | 7% | -13% | -2% | ? | 0.4% | 2%
CCOC(=O)N1CCN(C(=O)c2cn(CC)c3ccc(S(=O)(=O)N4CC(C)CC(C)C4)cc3c2=O)CC1 (stereo not given) | i | -7 | -3% | 2% | -21% | 2.3µM* | 7% | -0.5% | -12%
CC1=C(C(=O)Nc2cc(C(=O)N3CCC(C)CC3)ccc2C)SCCO1 | i | -1 | -7% | 7% | 1% | 1% | 13% | 0.3% | 1%
CN(C)CCNC(=O)c1cccc2c(-c3ccc(F)c(F)c3)coc12 | i | -21 | nt | -15% | nt | nt | 11% | 9.2% | -47%
CCOC(=O)C1CCN(Cc2cc(C(C)C)c(O)c(C(C)C)c2)CC1 | i | -12 | 2% | -23% | 1% | ? | ? | ? | -32%
COc1ccc(NC(=O)c2nnn(-c3ccc(C(C)C)cc3)c2C)c(OC)c1 | i | nt | -1% | -10% | -10% | nt | 15% | -0.6% | -7%
CC(=O)c1cccc(NS(=O)(=O)c2cc3c(cc2C)NC(=O)CO3)c1 | i | 11 | 7% | -4% | -7% | 13% | 11% | -0.1% | 0%
CCOC(=O)/C(C#N)=C/c1ccc(SC)cc1 | i | -1 | 2% | -17%[11.3 µM] | 23% | 0% | -8% | 2.7% | 0%
O=C(COC(=O)c1cc2c(s1)CCCC2)Nc1ccc(Cl)cn1 | i | 28 | 0% | 12% | -1% | ? | -2% | 2.3% | 23%
